Screens from PubChem BioAssay.
Cdc42 wt – human Cdc42 wildtype GTP binding change, either direction | P60953 | GST-Cdc42 beads, Bodipy-GTP binding, flow cytometry; actives lie on both sides | 190,000 tested, 0.2% active | percent activity (GTP binding), % at 10 µM;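 active means percent activity GTP binding at least 20 points away from the 100% baseline, either down as inhibitor or up as activator; inconclusive means compound flagged as likely green fluorescent from well-wide comparison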;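 further: median bead fluorescence of bound Bodipy-FL-GTP at 100 nM; 0% = excess unlabeled GTP control and 100% = no compound control; below 100% means less GTP binding so inhibitor and above means activator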
Target sequence (P60953 whole entry, looked up): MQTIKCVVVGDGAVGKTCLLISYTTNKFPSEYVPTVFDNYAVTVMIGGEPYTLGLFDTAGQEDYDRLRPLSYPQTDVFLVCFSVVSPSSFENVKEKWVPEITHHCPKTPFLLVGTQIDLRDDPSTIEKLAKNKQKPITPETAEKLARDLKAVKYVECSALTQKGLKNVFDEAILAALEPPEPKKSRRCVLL
Rac1 act GTP bind – modulators of GTP binding to human Rac1 activated mutant; 190,000 tested, 0.11% active; percent activity (GTP binding), % at 10 µM; GST-Rac1 activated beads, fluorescent GTP binding, flow cytometry; actives lie on both sides; 100% means binding = to untreated wells;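 active means GTP binding at least 20 percentage points away from the 100% baseline, in either direction, so actives lie on both sides; inconclusive means Compound likely fluorescent itself, or too few beads counted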
Rab7 wt GTP bind – alters GTP binding to wildtype dog Rab7. GST-Rab7 beads, fluorescent GTP binding, flow cytometry; actives lie on both sides; untreated = 100%, excess cold GTP = 0%. GTP binding activity (percent of control), % at 10 µM. 190,000 tested, 0.055% active. AID 758;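 active means fluorescent GTP binding to Rab7 beads changed by at least 20 points from the 100% baseline, either direction, mostly lower; inconclusive means compound itself probably fluorescent, or too few beads counted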;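 further: median green fluorescence of bound Bodipy-FL-GTP per Rab7 bead population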
Rac1 wt modul – alters GTP binding to wildtype human Rac1; P63000; GST-Rac1 beads, fluorescent GTP binding, flow cytometry; actives lie on both sides; 0 = cold GTP competed, 100 = untreated; GTP binding activity (% of control), % at 10 µM; 190,000 tested, 0.27% active; AID 757;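 active means GTP binding activity at least 20 points away from the 100% control level, either lower or higher; inconclusive means compound flagged as likely green fluorescent, judged across all proteins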
Rab2 wt GTP – changes GTP binding to wildtype dog Rab2A, up or down; P61105; GST-Rab2 wt beads, Bodipy-GTP binding, flow cytometry; GTP binding activity, % at 10 µM; 190,000 tested, 0.19% active; AID 760;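 active means GTP binding activity at least 20 points away from 100%, either lowered or raised; inconclusive means signal likely due to the compound's own green fluorescence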;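 further: 0% = beads with excess unlabeled GTP and 100% = no-compound control corrected for plate trend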
HRas wt GTP bind – changes GTP binding to wildtype human HRas | P01112 | GST-Ras wt beads, Bodipy-FL-GTP binding, flow cytometry; actives lie on both sides | GTP binding activity, % at 10 µM | 190,000 tested, 0.14% active;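 active means GTP binding activity at least 20% away from the 100% baseline, either lowered as inhibitor or raised as activator; inconclusive means flagged as likely green fluorescent, judged across all proteins in the well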;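 further: 0% = unlabeled GTP competition control and 100% = no-compound control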
Target sequence (P01112 whole entry, looked up): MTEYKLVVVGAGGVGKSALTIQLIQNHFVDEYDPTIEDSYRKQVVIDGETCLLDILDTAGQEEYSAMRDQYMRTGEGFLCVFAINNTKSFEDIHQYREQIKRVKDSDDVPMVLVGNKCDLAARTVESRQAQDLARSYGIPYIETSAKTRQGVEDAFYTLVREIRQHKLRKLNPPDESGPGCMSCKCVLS
Pf gamet viab – kills late stage P. falciparum gametocytes; P. falciparum stage V gametocytes, ATP luminescence, 24 h; inhibition, % at 10.9 µM; 150,000 tested, 0.065% active;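 active means inhibition above the mean plus 3 SD of compounds within the control limits, set per campaign, cut at about 38% in these data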;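 further: 0% = DMSO wells and 100% = medium only without gametocytes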
Mcl1-Noxa inh – Mcl-1/Noxa interaction inhibition; Q07820; TR-FRET Mcl-1/Noxa peptide binding, 2 h; inhibition, % at 21.7 µM; 220,000 tested, 1.5% active; AID 1022;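 active means compounds that cut the protein-peptide binding signal by more than 50% relative to plate controls in a single-dose test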;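 further: His-tagged Mcl-1 with rhodamine Noxa BH3 peptide and terbium anti-His antibody; 0% = Mcl-1 plus Noxa peptide wells and 100% = peptide-only wells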
Target sequence (Q07820 whole entry, looked up): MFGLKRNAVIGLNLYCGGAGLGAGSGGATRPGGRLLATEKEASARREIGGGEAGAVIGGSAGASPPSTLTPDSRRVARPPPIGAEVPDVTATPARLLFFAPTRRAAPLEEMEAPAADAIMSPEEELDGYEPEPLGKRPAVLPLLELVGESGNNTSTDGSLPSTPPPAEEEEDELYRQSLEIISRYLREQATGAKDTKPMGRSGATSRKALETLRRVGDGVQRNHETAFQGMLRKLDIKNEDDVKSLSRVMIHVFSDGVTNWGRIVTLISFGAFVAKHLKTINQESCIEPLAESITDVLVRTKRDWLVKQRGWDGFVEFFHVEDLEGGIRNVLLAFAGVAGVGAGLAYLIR
Avidin fluor – compound fluoresces at 488/530 nm on avidin beads | fluorescence (KMESF) at 10 µM | compound fluorescence 488/530 nm, flow cytometry; hits give high values | 220,000 tested, 0.38% active | AID 1775; in the data active means fluorescence above about 47; further: inactives centre near 10
ABCB1 block – human ABCB1 inhibition, ABCG2 as counter-screen; CCRF-Adr cells, JC-1 efflux, flow cytometry; inhibition, % at 6.6 µM; 190,000 tested, 0.067% active; in the data active means inhibition above about 40%;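 further: 0% = vehicle and 100% = reference inhibitor; higher value means more JC-1 retained so stronger ABCB1 efflux block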
ABCG2 block – blocks JC-1 efflux by human ABCG2 transporter. inhibition, % at 6.6 µM. Q9UNQ0. IgMXP3 cells, flow cytometry. 190,000 tested, 0.1% active;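 active means inhibition above 80%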;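 further: 0% = DMSO and 100% = nicardipine control wells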
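Times: 10 min at 25 °C | Test system: Two drug-resistant human cell lines, ABCG2 and ABCB1 | Quantity: 3 million cells/mL final, two lines in 1:1 ratio | Signal: Flow cytometry, 530 nm JC-1 signal | Dosing: Compound at 6.6 µM | Controls: Nicardipine and DMSO wells | Reagent: JC-1 as fluorescent efflux pump substrate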
Starred values were filed as active, the others as inactive.

What do the screens show for `Cc1cc(Cl)ccc1NC(=O)CN1CCC(C(O)(c2ccccc2)c2ccccc2)CC1`?
Cdc42 wt: 93.0; Rac1 act GTP bind: 94.0; Rab7 wt GTP bind: 90.0; Rac1 wt modul: 93.0; Rab2 wt GTP: 95.0; HRas wt GTP bind: 94.0; Mcl1-Noxa inh: -4.7; Avidin fluor: 9; ABCB1 block: 1.5; ABCG2 block: 3.5

How did CCC(=O)Nc1cccc(NC(C)=O)c1 do in these assays?
Cdc42 wt: 104.0; Rac1 act GTP bind: 100.0; Rab7 wt GTP bind: 104.0; Rac1 wt modul: 106.0; Rab2 wt GTP: 102.0; HRas wt GTP bind: 103.0; Mcl1-Noxa inh: 33.6; Avidin fluor: 1; ABCB1 block: -0.1; ABCG2 block: 0.2

Results for Cc1sc2nc(COC(=O)c3cccc(S(=O)(=O)N(C)c4ccccc4)c3)[nH]c(=O)c2c1C ?
Cdc42 wt: 99.0; Rac1 act GTP bind: 94.0; Rab7 wt GTP bind: 101.0; Rac1 wt modul: 99.0; Rab2 wt GTP: 96.0; HRas wt GTP bind: 99.0; Pf gamet viab: 1.7; Mcl1-Noxa inh: 10.8; Avidin fluor: 9; ABCB1 block: 1.6; ABCG2 block: 3.5

Results for CCOC(=O)N1CCC(N(CCN(C)C)C(=S)Nc2ccc(F)c(Cl)c2)CC1 ?
Cdc42 wt: 101.0; Rac1 act GTP bind: 97.0; Rab7 wt GTP bind: 95.0; Rac1 wt modul: 99.0; Rab2 wt GTP: 94.0; HRas wt GTP bind: 96.0; Pf gamet viab: 2.2; Mcl1-Noxa inh: 3.7; Avidin fluor: 8; ABCB1 block: 0.3; ABCG2 block: 5.1

Results for O=C(O)c1cc(-c2ccc(Cl)cc2)n(-c2ccccc2)n1 ?
Cdc42 wt: 92.0; Rac1 act GTP bind: 93.0; Rab7 wt GTP bind: 102.0; Rac1 wt modul: 94.0; Rab2 wt GTP: 95.0; HRas wt GTP bind: 97.0; Pf gamet viab: 2.3; Mcl1-Noxa inh: -1.0; Avidin fluor: 27; ABCB1 block: 1.1; ABCG2 block: 1.2

What do the screens show for `Cc1ccc(C2N(c3ccc(F)cc3)C(=O)C3CCCN32)cc1` (centres undefined)?
Cdc42 wt: 109.0; Rac1 act GTP bind: 104.0; Rab7 wt GTP bind: 105.0; Rac1 wt modul: 113.0; Rab2 wt GTP: 110.0; HRas wt GTP bind: 109.0; Mcl1-Noxa inh: -0.8; Avidin fluor: 8; ABCB1 block: 0.4; ABCG2 block: 1.1

Results for Fc1ccccc1N1CCN(CCCNc2ccc3nncn3n2)CC1 ?
Cdc42 wt: 102.0; Rac1 act GTP bind: 101.0; Rab7 wt GTP bind: 103.0; Rac1 wt modul: 107.0; Rab2 wt GTP: 102.0; HRas wt GTP bind: 104.0; Mcl1-Noxa inh: 7.7; Avidin fluor: 7; ABCB1 block: -3.2; ABCG2 block: -4.8

Results for O=c1oc2ccccc2cc1-c1nc(-c2cccs2)cs1 ?
Cdc42 wt: 91.0; Rac1 act GTP bind: 91.0; Rab7 wt GTP bind: 95.0; Rac1 wt modul: 91.0; Rab2 wt GTP: 93.0; HRas wt GTP bind: 93.0; Pf gamet viab: 7.5; Mcl1-Noxa inh: 1.0; Avidin fluor: 17; ABCB1 block: -0.3; ABCG2 block: -0.5

How did CN1C(=O)NC(NC(=O)C2CCCCC2)(C(F)(F)F)C1=O (centres undefined) do in these assays?
Cdc42 wt: 103.0; Rac1 act GTP bind: 101.0; Rab7 wt GTP bind: 99.0; Rac1 wt modul: 101.0; Rab2 wt GTP: 101.0; HRas wt GTP bind: 102.0; Pf gamet viab: 5.7; Mcl1-Noxa inh: 18.0; Avidin fluor: 18; ABCB1 block: 0.3; ABCG2 block: -0.5

How did Cc1c([N+](=O)[O-])c([N+](=O)[O-])nn1CC(=O)NCc1cccnc1 do in these assays?
Cdc42 wt: 90.0; Rac1 act GTP bind: 93.0; Rab7 wt GTP bind: 104.0; Rac1 wt modul: 95.0; Rab2 wt GTP: 95.0; HRas wt GTP bind: 94.0; Pf gamet viab: 9.7; Mcl1-Noxa inh: 20.0; Avidin fluor: 5; ABCB1 block: 0.1; ABCG2 block: 0.8

How did O=C(CSc1nnc(-c2c[nH]c3ccccc23)o1)N1CCCCC1 do in these assays?
Cdc42 wt: 102.0; Rac1 act GTP bind: 98.0; Rab7 wt GTP bind: 97.0; Rac1 wt modul: 103.0; Rab2 wt GTP: 97.0; HRas wt GTP bind: 101.0; Pf gamet viab: -16.9; Mcl1-Noxa inh: 4.7; Avidin fluor: 57*; ABCB1 block: 0.8; ABCG2 block: 25.6

Results for COCCN(C(=O)CC1C(=O)NCCN1Cc1ccc(-c2ccccc2)cc1)C(C)C (centres undefined) ?
Cdc42 wt: 101.0; Rac1 act GTP bind: 96.0; Rab7 wt GTP bind: 101.0; Rac1 wt modul: 102.0; Rab2 wt GTP: 100.0; HRas wt GTP bind: 101.0; Pf gamet viab: 4.8; Mcl1-Noxa inh: 10.4; Avidin fluor: 6; ABCB1 block: -0.1; ABCG2 block: -0.5

Results for C=C(C)Cn1c(N2CCN(c3ccc(OC)cc3)CC2)nc2c1c(=O)n(C)c(=O)n2C ?
Cdc42 wt: 102.0; Rac1 act GTP bind: 100.0; Rab7 wt GTP bind: 90.0; Rac1 wt modul: 100.0; Rab2 wt GTP: 95.0; HRas wt GTP bind: 95.0; Pf gamet viab: -4.5; Mcl1-Noxa inh: 24.0; Avidin fluor: 9; ABCB1 block: 1.6; ABCG2 block: 7.6

Results for CCN(c1ccccc1)S(=O)(=O)c1ccc(Cl)c(NC(=O)CSc2nncs2)c1 ?
Cdc42 wt: 100.0; Rac1 act GTP bind: 97.0; Rab7 wt GTP bind: 102.0; Rac1 wt modul: 103.0; Rab2 wt GTP: 98.0; HRas wt GTP bind: 96.0; Mcl1-Noxa inh: 31.5; Avidin fluor: 5; ABCB1 block: 0.9; ABCG2 block: 23.0

How did CSCCCNC(=O)c1ccccc1OC1CCN(S(C)(=O)=O)CC1 do in these assays?
Cdc42 wt: 95.0; Rac1 act GTP bind: 94.0; Rab7 wt GTP bind: 100.0; Rac1 wt modul: 97.0; Rab2 wt GTP: 98.0; HRas wt GTP bind: 95.0; Pf gamet viab: 6.4; Mcl1-Noxa inh: -16.6; Avidin fluor: 9; ABCB1 block: 0.3; ABCG2 block: 2.6

How did CC(C)(C)c1cc(CN2CCOCC2)c(C(=O)O)o1 do in these assays?
Cdc42 wt: 101.0; Rac1 act GTP bind: 96.0; Rab7 wt GTP bind: 98.0; Rac1 wt modul: 103.0; Rab2 wt GTP: 100.0; HRas wt GTP bind: 98.0; Mcl1-Noxa inh: 17.3; Avidin fluor: 15; ABCB1 block: -0.5; ABCG2 block: -5.5

What do the screens show for `CCC(C)NS(=O)(=O)c1ccc(NC(=O)C(Sc2ccccc2)c2ccccc2)cc1` (centres undefined)?
Cdc42 wt: 99.0; Rac1 act GTP bind: 100.0; Rab7 wt GTP bind: 99.0; Rac1 wt modul: 104.0; Rab2 wt GTP: 99.0; HRas wt GTP bind: 102.0; Pf gamet viab: 7.5; Mcl1-Noxa inh: -20.2; Avidin fluor: 8; ABCB1 block: -0.2; ABCG2 block: 3.5

What do the screens show for `Cc1ccc(S(=O)(=O)Cn2cnnn2)cc1`?
Cdc42 wt: 100.0; Rac1 act GTP bind: 100.0; Rab7 wt GTP bind: 94.0; Rac1 wt modul: 102.0; Rab2 wt GTP: 99.0; HRas wt GTP bind: 98.0; Mcl1-Noxa inh: -1.0; Avidin fluor: 6; ABCB1 block: 0.3; ABCG2 block: 1.3

How did CCc1ccc(-c2cc(C(=O)Nc3c(C)n(C)n(-c4ccccc4)c3=O)c3ccccc3n2)s1 do in these assays?
Cdc42 wt: 97.0; Rac1 act GTP bind: 95.0; Rab7 wt GTP bind: 101.0; Rac1 wt modul: 95.0; Rab2 wt GTP: 93.0; HRas wt GTP bind: 97.0; Mcl1-Noxa inh: 1.9; Avidin fluor: 9; ABCB1 block: 0.8; ABCG2 block: 2.4

How did COc1ccc(C(=O)C2CCCN(C(=O)c3noc4c3CCCC4)C2)c(C)c1 (centres undefined) do in these assays?
Cdc42 wt: 95.0; Rac1 act GTP bind: 92.0; Rab7 wt GTP bind: 104.0; Rac1 wt modul: 97.0; Rab2 wt GTP: 97.0; HRas wt GTP bind: 97.0; Mcl1-Noxa inh: -5.1; Avidin fluor: 1; ABCB1 block: 0.6; ABCG2 block: 7.2

What do the screens show for `CCN(CC)P(=O)(Nc1ccccc1Br)c1ccc(N(C)C)cc1NC(=O)c1ccco1` (centres undefined)?
Cdc42 wt: inconclusive; Rac1 act GTP bind: inconclusive; Rab7 wt GTP bind: inconclusive; Rac1 wt modul: inconclusive; Rab2 wt GTP: inconclusive; HRas wt GTP bind: inconclusive; Pf gamet viab: -37.7; Mcl1-Noxa inh: 11.8; Avidin fluor: 6; ABCB1 block: 5.4; ABCG2 block: 1.1

How did Nc1cccc(C(=O)Nc2ccc(N)cc2Cl)c1 do in these assays?
Cdc42 wt: 104.0; Rac1 act GTP bind: 100.0; Rab7 wt GTP bind: 103.0; Rac1 wt modul: 100.0; Rab2 wt GTP: 101.0; HRas wt GTP bind: 100.0; Pf gamet viab: -11.9; Mcl1-Noxa inh: 8.9; Avidin fluor: 9; ABCB1 block: 0.1; ABCG2 block: -0.4

What do the screens show for `CCCCN(CC)CCNS(=O)(=O)c1ccc2c(c1)oc(=O)n2C`?
Cdc42 wt: 104.0; Rac1 act GTP bind: 101.0; Rab7 wt GTP bind: 103.0; Rac1 wt modul: 107.0; Rab2 wt GTP: 103.0; HRas wt GTP bind: 102.0; Pf gamet viab: 9.3; Mcl1-Noxa inh: -5.4; Avidin fluor: 13; ABCB1 block: -0.1; ABCG2 block: 9.8

What do the screens show for `COc1cccc(-n2c(C)c3c(OC)cccc(=O)c3c2C)c1`?
Cdc42 wt: 95.0; Rac1 act GTP bind: 93.0; Rab7 wt GTP bind: 99.0; Rac1 wt modul: 100.0; Rab2 wt GTP: 95.0; HRas wt GTP bind: 96.0; Pf gamet viab: 12.0; Mcl1-Noxa inh: 32.7; Avidin fluor: 10; ABCB1 block: 1.4; ABCG2 block: 10.3
